HTR5A inv ctr = HTR5A inverse agonism, opioid heterodimer counter-screen; inhibition, % at 9.3 µM; 340,000 compounds, 0.083% hits; AID 504634; P47898; HTR5A cell line, luminescence; in the data active = inhibition mostly above about 23%, no sharp cut-off; inactive = mostly below about 18%;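 also: 0% = cells with DMSO and 100% = no-cell wells with DMSO; some compounds called inactive have numbers as strong as hits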
CDK5 inh = inhibitors of human CDK5/p35 kinase. Recombinant CDK5/p35, ADP-Glo luminescence, 60 min. inhibition, % at 10 µM. 330,000 compounds, 0.01% hits. AID 488839;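 active = highest replicate inhibition of at least 50% and at least 75% of replicates reaching 50%; inconclusive = only one of the two criteria met; inactive = both criteria failed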;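 also: plate controls were DMSO neutral control for no effect and GW8510 at 10 µM for full effect; many of its hits are not listed in these tables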
DAGLB inh = diacylglycerol lipase beta (human) inhibition | HEK293T DAGLB membrane lysate, EnzChek fluorogenic substrate | inhibition, % at 5.17 µM | 340,000 compounds, 0.059% hits; in the data active = inhibition above about 34%;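 also: 0% = enzyme with vehicle and 100% = wells lacking enzyme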
Target sequence (Q8NCG7 whole entry, looked up): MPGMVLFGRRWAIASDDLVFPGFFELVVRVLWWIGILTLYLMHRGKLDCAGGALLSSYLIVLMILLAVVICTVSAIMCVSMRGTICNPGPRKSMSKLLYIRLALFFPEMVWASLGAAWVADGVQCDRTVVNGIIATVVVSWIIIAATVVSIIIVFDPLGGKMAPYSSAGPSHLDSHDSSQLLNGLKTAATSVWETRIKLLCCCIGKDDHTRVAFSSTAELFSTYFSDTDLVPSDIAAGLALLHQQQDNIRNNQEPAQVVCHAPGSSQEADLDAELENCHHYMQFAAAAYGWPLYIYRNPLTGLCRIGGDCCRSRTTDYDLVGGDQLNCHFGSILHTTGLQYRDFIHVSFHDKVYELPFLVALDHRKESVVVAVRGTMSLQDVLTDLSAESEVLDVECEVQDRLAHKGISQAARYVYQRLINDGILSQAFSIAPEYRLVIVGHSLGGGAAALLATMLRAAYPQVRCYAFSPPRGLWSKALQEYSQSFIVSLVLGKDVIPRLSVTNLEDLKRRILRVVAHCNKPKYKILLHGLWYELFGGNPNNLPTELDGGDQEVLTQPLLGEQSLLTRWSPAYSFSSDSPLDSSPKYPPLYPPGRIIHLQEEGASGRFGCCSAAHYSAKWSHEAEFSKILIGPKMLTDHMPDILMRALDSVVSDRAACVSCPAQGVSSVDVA
HTR5A ag ctr = HTR5A agonism, opioid heterodimer counter-screen; P47898; HTR5A agonist assay, luminescence, cell-based; activation, % at 9.3 µM; 340,000 compounds, 0.61% hits; AID 504692; in the data active = activation mostly above about 9.5%, no sharp cut-off; inactive = mostly below about 7.6%;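 also: 0% = cells with vehicle only and 100% = reference agonist; strong numbers were not always called active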
SUMO Mot1 rescue = inhibitors of SUMOylation pathway: yeast Mot1-301 growth rescue. S. cerevisiae Mot1-301 growth rescue, ATP luminescence, 38.5C; percent above DMSO median, 100 means doubled. growth rescue, % at 18.8 µM. 320,000 compounds, 1% hits. AID 2716;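 active = every valid replicate shows activation above 250% relative to neutral control wells; inactive = the rest, any valid replicate at or below 250%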;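 also: OY570 slx delta 5 strain wells were the positive control but not used for scaling; some compounds called inactive have numbers as strong as hits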
PKA-R1A activ = activators of PKA-R1A complex | activation, % at 11.4 µM | P00514+P68181 | PKA-R1A dissociation, Cy5-IP20 fluorescence polarization; scaled: DMSO 0%, 113 µM cGMP 100% | 340,000 compounds, 0.083% hits | AID 504707;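 active = percent activation above the mean of all tested compounds plus 3 SD, cut at about 19% in these data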;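 also: higher means more PKAc released from R1A so a rise in polarization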
Tat export inh = E. coli Tat transport inhibition; E. coli MC4100 TorA-mCherry Tat export, fluorescence; AID 488895; 340,000 compounds, 0.036% hits; inhibition, % at 10 µM;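 active = mean replicate inhibition at least 50% and at least half of replicates individually reaching 50%; inconclusive = only one of the two criteria met; inactive = neither criterion met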;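 also: exported cargo escapes ClpAP degradation while cytoplasmic cargo is degraded and loses fluorescence; 0% = median of neutral control wells and 100% = median of NaSCN control wells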
phage Ecoli inh = E. coli growth loss with phage present. growth absorbance. inhibition, % at 11.9 µM. 360,000 compounds, 0.26% hits. AID 651602; in the data active = inhibition above about 11%
Ecoli viability = reduces bacterial viability in AddAB counter-screen; AID 449728; E. coli V3065 growth, OD600 absorbance, 18 h; inhibition, % at 11.9 µM; 330,000 compounds, 0.27% hits;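 active = inhibition above the campaign's mean inhibition across all tested compounds plus 3 SD, cut at about 9.9% in these data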;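 also: uninfected addAB+ strain grown without phage in ampicillin broth; 0% = DMSO wells and 100% = ciprofloxacin 0.95 µg/ml wells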
AddAB inh = less growth of phage-infected E. coli with AddAB; E. coli expressing H. pylori AddAB, absorbance growth; inhibition, % at 11.9 µM; 330,000 compounds, 0.29% hits; AID 435030; in the data active = inhibition above about 12%;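 also: 0% = vehicle wells of infected cells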
PKA-R2B act = activates the human PKA-R2B holoenzyme complex; P22694+P31323; PKA-R2B holoenzyme dissociation, Cy5-IP20 fluorescence polarization; R2B truncated from residue 108, S112A mutant; 0% DMSO only, 100% 113 µM cGMP; activation, % at 11.4 µM; 340,000 compounds, 0.079% hits; AID 504700;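 active = activation above a cutoff set at the mean over all compounds plus 3 SD, cut at about 18% in these data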;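 also: higher means more holoenzyme dissociation and a rise in polarization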
An asterisk follows results filed as active; ? = inconclusive; . = not tested or not shown. Hits appear at their usual frequency; any-hit rate near 2.3%.

entry	SMILES	HTR5A inv ctr	CDK5 inh	DAGLB inh	HTR5A ag ctr	SUMO Mot1 rescue	PKA-R1A activ	Tat export inh	phage Ecoli inh	Ecoli viability	AddAB inh	PKA-R2B act
1	CC(C)[C@H](NC(N)=O)C(=O)Nc1ccc(F)c(Cl)c1	14	-2.9	3	5	10	1	-4	2.1	-0.5	0.1	-9
2	CCOc1ccc(NC(=O)CN2CCN(CC(=O)Nc3ccc(Cl)c(C(F)(F)F)c3)CC2)cc1	14	0.8	0	-1	-9	-10	12	4.2	-2.2	-0.6	1
3	O=C(CNC(=O)c1ccccc1)OCc1nc2ccccc2s1	-3	-3.8	-1	2	157	-15	5	1.0	-2.0	-1.8	-4
4	C[C@@H]1C[C@H]2[C@@H]3CCC4=CC(=O)C=C[C@]4(C)[C@@]3(F)[C@@H](O)C[C@]2(C)[C@@]1(O)C(=O)COP(=O)(O)O	6	0.8	3	-3	4	-7	-4	3.5	1.5	-0.6	11
5	Cc1ccc(/C=C/C(=O)OCC(=O)NCCc2ccc(S(N)(=O)=O)cc2)o1	-17	-0.1	1	5	-5	5	6	1.0	-0.5	-0.4	5
6	CC(C)CS(=O)(=O)C1=NN2C(=N)/C(=C\c3ccc(OC(=O)c4ccco4)cc3)C(=O)N=C2S1	-18	-1.9	10	4	-8	-9	5	0.0	-2.0	3.9	5
7	Cc1noc(/C=C/N(C)C)c1S(=O)(=O)N1CCC(C(=O)NC(C)(C)C)CC1	18	1.4	2	6	-8	5	2	-2.8	0.7	5.5	4
8	CC(C)(C)c1ccc(-n2ncc3c2CCCC3NC(=O)c2csnn2)cc1 (stereo not drawn)	-22	1.9	-1	6	-2	0	-2	1.6	0.2	1.8	-7
9	CCCN(CC(=O)Nc1cc(C)on1)CC(=O)Nc1ccccc1C	4	0.8	-3	-5	95	-1	4	11	-1.1	3.2	-10
10	COC(=O)c1cc(-c2c(-c3ccc4c(c3)OCO4)noc2-c2ccsc2)cc([N+](=O)[O-])c1	24	-1.8	0	1	8	-4	-3	1.3	2.0	2.5	2
11	COc1cc2ccccc2cc1C(=O)NC1CCC(C)CC1 (stereo not drawn)	-3	-1.6	-10	1	21	-1	4	2.3	-5.4	0.3	-10
12	O=C(O)CNC(=O)CCN1C(=O)c2ccccc2C1=O	10	1.2	-2	0	52	-10	10	-0.9	-1.0	-0.8	-2
13	CCOC(=O)c1cc(C)sc1NC(=O)C(c1ccccc1)c1ccccc1	14	0.2	-13	-3	-12	-4	?	6.0	-0.9	-1.3	-19
14	Cc1ccc(Cn2c(SCC(=O)NCC3CCCO3)nc3ccsc3c2=O)cc1 (stereo not drawn)	-27	1.8	-4	2	-18	-2	-6	0.1	1.0	0.4	1
15	Cc1cc2c([nH]c3ccccc32)c(C)n1	-10	1.0	0	5	-1	-8	4	3.6	0.9	2.1	-5
16	Cc1cccn(Cc2c(F)cccc2Cl)c1=O	-9	1.8	1	0	-4	-5	1	0.2	1.4	3.8	-2
17	CCN(CC)S(=O)(=O)c1ccc(N2CC(C(=O)NCCc3ccc(Cl)cc3)CC2=O)cc1 (stereo not drawn)	-11	0.6	-4	4	71	2	-1	-0.3	-0.3	2.5	14
18	O=C(CCN1C(=O)/C(=C/c2ccc(F)cc2)SC1=S)N[C@@H](CO)Cc1ccccc1	5	-0.2	6	-1	15	-17	-2	1.9	1.3	-0.2	-12
19	O=C(O)c1ccccc1-c1ccccc1C(=O)NCc1ccco1	-10	-0.4	-3	4	141	-10	-2	1.2	0.7	1.6	-9
20	COc1cccc(C(=O)Nc2c(C)n[nH]c2C)c1	-4	-0.6	-1	-2	-7	2	0	-0.3	-0.7	0.9	-6
21	O=c1cc2c(c(-c3ccccc3)n1Cc1ccccc1)[C@@H](CCO)NC2	-2	0.8	-1	1	.	1	-10	2.8	.	.	-1
22	O=S(=O)(c1ccc(Cl)s1)N1CCc2ccccc2C1	-6	0.1	-6	-2	122	-11	2	2.7	-1.7	0.8	-3
23	O=C1C(Nc2ccc(O)cc2)=C/C(=N/S(=O)(=O)c2cccs2)c2ccccc21	25	10	37*	5	.	0	5	6.2	.	.	0
24	Cc1ccc(S(=O)(=O)N2CCOC23CCN(C(=O)c2cc(Cl)ccc2Cl)CC3)cc1	3	-5.1	-1	-1	4	-5	0	2.7	-1.4	1.8	8
25	COc1ccc(/C=C/C(=O)Nc2cccnc2Cl)cc1	-6	0.8	-1	2	144	-5	-2	-1.7	2.2	3.8	3
26	CCCCN(Cc1ccccc1)C1CCN(Cc2ccccc2)CC1	9	0.4	-1	-3	5	-11	15	1.7	0.2	2.0	-13
27	CC(C)(C)N(CC#CCC1(O)c2ccccc2-c2ccccc21)CCO	1	-3.7	-1	0	27	13	1	3.3	-0.7	1.7	-6
28	Cc1cccc(C)c1NC(=O)COC(=O)c1cccc2c1C(=O)c1ccccc1C2=O	-20	0.7	2	-3	-4	-9	-5	4.4	-1.7	4.0	4
29	O=S1CC/C(=N\O)c2ccccc21 (stereo not drawn)	1	-0.2	-4	0	-6	-15	-5	0.6	0.4	1.1	3
30	CN(C)S(=O)(=O)c1ccc(C(=O)Nc2ccc(Cl)cc2)cc1	-16	2.0	0	6	-5	4	-17	6.3	1.7	5.1	-9

3 entries from above, ordered by SMILES length, smallest number first:
entry	SMILES	HTR5A inv ctr	CDK5 inh	DAGLB inh	HTR5A ag ctr	SUMO Mot1 rescue	PKA-R1A activ	Tat export inh	phage Ecoli inh	Ecoli viability	AddAB inh	PKA-R2B act
29	O=S1CC/C(=N\O)c2ccccc21 (stereo not drawn)	1	-0.2	-4	0	-6	-15	-5	0.6	0.4	1.1	3
1	CC(C)[C@H](NC(N)=O)C(=O)Nc1ccc(F)c(Cl)c1	14	-2.9	3	5	10	1	-4	2.1	-0.5	0.1	-9
10	COC(=O)c1cc(-c2c(-c3ccc4c(c3)OCO4)noc2-c2ccsc2)cc([N+](=O)[O-])c1	24	-1.8	0	1	8	-4	-3	1.3	2.0	2.5	2

Remaining list, next part
entry	SMILES	HTR5A inv ctr	CDK5 inh	DAGLB inh	HTR5A ag ctr	SUMO Mot1 rescue	PKA-R1A activ	Tat export inh	phage Ecoli inh	Ecoli viability	AddAB inh	PKA-R2B act
31	Cc1cc(=O)c(C(=O)O)nn1-c1ccccc1Cl	-2	-0.1	0	2	-17	3	7	-0.8	2.1	3.7	12
32	O=c1c2c(-c3cccs3)csc2ncn1-c1ccc(Br)cc1	11	1.6	-1	-5	-2	3	0	3.5	1.9	3.8	-4
33	CCN(CC)S(=O)(=O)c1cc(NC(=O)c2n[nH]c(=O)c3ccccc23)ccc1C	-10	-0.9	0	-1	12	-2	0	1.4	1.4	0.7	-10
34	CC1(C)OC(=O)C(=NNc2ccccc2C(=O)O)C(=O)O1	6	-6.9	1	-2	7	-4	17	-0.5	1.8	-0.9	5
35	CCC(=NCCc1c(C)[nH]c2ccc(OC(F)(F)F)cc12)C1=C(O)CC(c2ccccc2)CC1=O (stereo not drawn)	-9	-0.4	-8	3	-1	-11	18	2.1	-0.6	-0.2	-12
36	Cc1cccc(OCc2nnc(SCC(=O)Nc3cccc(C(=O)N4CCOCC4)c3)n2C)c1	2	-1.6	-2	-3	-10	-7	-3	3.4	-0.2	0.3	-7
37	Cc1csc(=O)n1CCC(=O)OCC(=O)Nc1cc([N+](=O)[O-])ccc1Cl	-1	1.0	2	0	-11	-3	-1	3.8	0.9	0.9	-1
38	O=C(CSCc1ccccc1)Nc1cccc(C(=O)Nc2ccc(C(=O)O)cc2)c1	-5	0.9	1	2	11	1	5	1.6	1.6	2.5	-3
39	O=C1NC2(CCCCCC2)C(=O)N1Cc1ccccc1	16	-1.0	-2	-4	-3	8	-2	1.9	-1.7	0.8	0
40	COc1ccc(CC(=O)NNC(=O)CSc2nnc(Cc3ccc(OC)cc3)n2-c2ccccc2)cc1	10	-1.6	-1	-4	7	-6	6	4.9	-1.1	0.3	-3
41	CCCc1noc(-c2cccc([N+](=O)[O-])c2)n1	4	-0.9	2	-2	-12	-4	9	2.4	-2.1	-1.2	-4
42	COC(/C=C/Nc1ccc(OC)cc1)=C(C#N)C#N	-7	-17	2	3	56	-5	1	-3.9	0.1	2.3	-5
43	COc1ccc(-c2nn3c(C4CCCCC4)nnc3s2)cc1OC	-7	1.0	-3	-5	-29	-11	-3	0.5	0.2	6.1	-17
44	CCOc1ccc(-n2cc(C(=O)NCCOC)c3cc(OC)c(OC)cc3c2=O)cc1	10	-2.6	1	-3	810*	-12	8	2.1	-1.4	-3.5	-3
45	COc1ccc(F)cc1S(=O)(=O)NCC(c1ccc2c(c1)OCO2)N1CCN(C)CC1 (stereo not drawn)	-13	1.4	0	5	72	-1	5	2.5	-1.5	2.3	1
46	Cc1nc(CS(=O)(=O)c2ccccc2)cc(N2CCN(c3ccccc3F)CC2)n1	15	1.0	0	0	9	7	-3	3.2	-1.9	3.5	-1

Limited to HTR5A inv ctr, phage Ecoli inh and PKA-R1A activ, for 4 of the compounds above:
item	SMILES	HTR5A inv ctr	phage Ecoli inh	PKA-R1A activ
34	CC1(C)OC(=O)C(=NNc2ccccc2C(=O)O)C(=O)O1	6	-0.5	-4
36	Cc1cccc(OCc2nnc(SCC(=O)Nc3cccc(C(=O)N4CCOCC4)c3)n2C)c1	2	3.4	-7
41	CCCc1noc(-c2cccc([N+](=O)[O-])c2)n1	4	2.4	-4
46	Cc1nc(CS(=O)(=O)c2ccccc2)cc(N2CCN(c3ccccc3F)CC2)n1	15	3.2	7
